Screening results from PubChem BioAssay.
GPR151 activ – activators of human GPR151, primary screen, cell-based, PathHunter beta-arrestin, luminescence; G-protein coupled receptor 151 (Homo sapiens), Q8TDV0; PathHunter beta-arrestin GPR151 cells; activation, % at 11.2 µM; 650,000 tested, 1% active; AID 1508602, 2020; in the data active = activation above about 4.9%;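 note: 0% = median of compound wells and 100% = cells with positive control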
FBW7 act – FBW7 E3 ligase activators, primary screen, biochemical, AlphaScreen, human | F-box/WD repeat-containing protein 7 (Homo sapiens), Q969H0 | AlphaScreen FBW7–phospho-cyclin E peptide binding, activator screen | normalized activity (activation), % at 26.1 µM | 650,000 tested, 0.13% active; in the data active = normalized activity above about 1.9%;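 note: purified mutant Fbw7 with reduced substrate affinity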
Target sequence (Q969H0 whole entry, looked up): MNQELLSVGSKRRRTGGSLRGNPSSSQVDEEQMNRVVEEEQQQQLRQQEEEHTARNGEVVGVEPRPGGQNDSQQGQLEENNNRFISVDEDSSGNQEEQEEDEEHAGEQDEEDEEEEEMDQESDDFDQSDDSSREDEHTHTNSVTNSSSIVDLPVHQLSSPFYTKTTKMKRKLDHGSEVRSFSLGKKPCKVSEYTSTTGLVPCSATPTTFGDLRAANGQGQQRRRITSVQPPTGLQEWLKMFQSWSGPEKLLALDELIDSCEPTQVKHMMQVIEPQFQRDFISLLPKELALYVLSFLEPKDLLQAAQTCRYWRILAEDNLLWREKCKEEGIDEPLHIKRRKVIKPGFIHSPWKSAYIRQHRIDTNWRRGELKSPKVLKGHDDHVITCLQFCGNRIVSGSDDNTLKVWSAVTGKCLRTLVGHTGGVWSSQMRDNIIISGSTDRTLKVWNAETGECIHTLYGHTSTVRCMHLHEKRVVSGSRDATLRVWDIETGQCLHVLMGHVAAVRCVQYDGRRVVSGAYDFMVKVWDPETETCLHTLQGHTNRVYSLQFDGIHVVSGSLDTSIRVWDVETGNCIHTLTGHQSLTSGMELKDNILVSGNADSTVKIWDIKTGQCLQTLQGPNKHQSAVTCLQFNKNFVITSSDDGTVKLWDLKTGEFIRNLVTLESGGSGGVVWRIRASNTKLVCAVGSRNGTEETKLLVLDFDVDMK
MITF inh – MITF inhibitors, primary screen, biochemical, AlphaScreen, human. Microphthalmia-associated transcription factor (Homo sapiens), O75030. AlphaScreen MITF homodimerization, bead proximity signal. inhibition, % at 2.6 µM. 650,000 tested, 0.91% active; in the data active = inhibition above about 50%;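 note: 0% = vehicle wells with protein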
TEAD-YAP inh – TEAD-YAP interaction inhibition, primary screen, TEAD-YAP interaction inhibitor project, luminescence, HEK-TIYL cells; TEAD-Gal4/YAP UAS-luciferase luminescence; 640,000 tested, 1.4% active; AID 1259422, 2018; inhibition, % at 9.12 µM; in the data active = inhibition above about 32%;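 note: 0% = median of test compound wells and 100% = reference inhibitor wells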
The depositor's hits bear a star; & = joins results of further samples.

Start of the data: the first five records (preview)
structure	GPR151 activ	FBW7 act	MITF inh	TEAD-YAP inh
COC(=O)C1=CNC=C(C(=O)OC)C1c1ccc(C)cc1	1.0	0.4	2.7	12.8
CCOc1ccc(-n2c(SCC(=O)Nc3ccccc3Cl)nc3sc4c(c3c2=O)CCCC4)cc1	1.5	-0.1	-3.7	6.6
Cc1ccccc1-n1cc(CNCc2c(C(=O)N(C)C)nc3ccc(Cl)cn23)cn1	0.1	0.1	1.7	-13.6
C/C(CC(C)C)=N\NC(=O)c1ccc(Cl)cc1	1.2	0.3	-2.2	-23.1
O=C(N/N=C/c1sc(N2CCOCC2)nc1-c1ccccc1)c1ccccc1Cl	1.3	0.0	10.4	-2.4

The list itself, previewed entries included:
structure	GPR151 activ	FBW7 act	MITF inh	TEAD-YAP inh
COC(=O)C1=CNC=C(C(=O)OC)C1c1ccc(C)cc1	1.0	0.4	2.7	12.8
CCOc1ccc(-n2c(SCC(=O)Nc3ccccc3Cl)nc3sc4c(c3c2=O)CCCC4)cc1	1.5	-0.1	-3.7	6.6
Cc1ccccc1-n1cc(CNCc2c(C(=O)N(C)C)nc3ccc(Cl)cn23)cn1	0.1	0.1	1.7	-13.6
C/C(CC(C)C)=N\NC(=O)c1ccc(Cl)cc1	1.2	0.3	-2.2	-23.1
O=C(N/N=C/c1sc(N2CCOCC2)nc1-c1ccccc1)c1ccccc1Cl	1.3	0.0	10.4	-2.4
CCNc1nc(C)cc(NCCN(C(C)C)C(C)C)n1	2.9	0.0	-2.3	6.5
Cc1ccc(C2CC(C(F)(F)F)n3nc(C(=O)NCc4ccco4)cc3N2)cc1 (stereo not given)	2.5	-0.2	4.3	13.6
CC(=O)Nc1ccc(CN2CCC(n3c(C4CCCO4)nc4cccnc43)CC2)cc1 (stereo not given)	-1.2	0.2	3.1	-3.3
CCOc1ccc2cc(C#N)c(SCC(=O)N(CC)CC)nc2c1	1.6	0.1	1.1	-3.2
COc1ccc(NC(=O)CCCCCn2c(SCC(=O)c3ccc(Cl)cc3)nc3ccsc3c2=O)cc1	-0.6	0.0	12.7	2.2
O=C1CCCN1CCn1cnc2c(NCCO)nc(N3CCc4ccccc4C3)nc21	-0.8	-0.1	-5.3	8.7
COCCN(C(=S)Nc1ccc(OC)c(Cl)c1)C1CCN(C(C)=O)CC1	-0.4	-0.1	-4.4	-2.8
O=C(Cn1nc(-c2ccccc2)c2ccccc2c1=O)N1CCOCC1	-0.3	0.1	8.0	0.9
C/C(=N\O)c1ccc2c(c1)Cc1ccccc1-2	0.0	0.9	12.2	-25.8
COC(=O)c1ccc(C)c(NC(=O)c2cc(S(=O)(=O)N3CCCCC3)ccc2C)c1	0.3	0.0	13.5	6.1
NC(c1nc2ccc(-c3ccncc3)cc2[nH]1)c1ccc(F)cc1F (stereo not given)	0.8	-1.0	34.0	-21.0
CCN1c2ncccc2C(=O)NC12CCN(C(=O)Cc1ccsc1)CC2	1.0	0.1	3.2	4.5
COc1ccc(OC)c(N(CC(=O)Nc2ccc(F)cc2F)S(C)(=O)=O)c1	-1.7	0.1	8.8	-3.2
CCC1CCCCN1C(=O)c1cccc(NC(=O)C(C)C)c1 (stereo not given)	1.5	-0.2	0.6	15.3
Cc1ccc(OC(=O)c2cc(S(=O)(=O)N3CCCCCC3)ccc2Cl)cc1C	1.1	-0.1	-12.0	6.2
Nc1c(S(=O)(=O)c2ccccc2)nnn1CC(=O)Nc1ccc(Cl)cc1	-0.3	0.1	-9.9	-1.6
CCn1cnc2sc(C(=O)Nc3ccc(C)cc3Br)c(C)c2c1=O	-1.0	0.1	12.6	0.1
CCOC(=O)C(C)Oc1ccc2c3c(c(=O)oc2c1)CCCC3 (stereo not given)	-0.1	0.0	-0.1	6.1
COc1ccc(N(Cc2nnc3n2CCCCC3)C(=O)Nc2cccc(Cl)c2)cc1	2.1	-0.1	4.8	-19.1
CCOc1c(Br)cc(/C=N/N2C(=O)C3C4C=CC(C5CC45)C3C2=O)cc1OC (stereo not given)	-0.5	0.1	8.9	1.4
O=C(OCC(F)(F)C(F)F)c1ccc2ccccc2c1	0.3	-0.1	-12.4	3.5
CCCn1ncc(C(=O)N2CCCC(c3c(S(C)(=O)=O)cnc4ncnn34)C2)c1C (stereo not given)	-0.6	0.3	3.3	0.7
CC(NC(=O)c1cc2nc(-c3ccccc3)cc(-c3ccccc3)n2n1)c1ccccc1 (stereo not given)	-0.4	0.1	5.5	-7.2
CCCCn1c(CNC(=O)c2cc(OC)cc(OC)c2)nnc1SCC(=O)Nc1sc2c(c1C(=O)OCC)CCCCC2	0.6	-0.1	-0.5	-4.3
COc1ccc(NC(=O)Cn2nnc(-c3ccccc3C)n2)cc1	0.6	0.1	-0.5	8.0
O=C(Nc1ccc(F)c(F)c1)c1cc(S(=O)(=O)N2CCN(c3ccccn3)CC2)ccc1F	1.5	0.1	17.4	7.3
CCOc1ccccc1/C=N/N1C(=O)NC(C)(c2ccc(OC(F)F)cc2)C1=O (stereo not given)	-0.1	0.0	6.1	-5.9
CCc1ccc(OCC(O)CN2CCC(C)CC2)cc1 (stereo not given)	-0.2	0.1	-4.1	-0.9
CCOC(=O)CCC(=O)Nc1ccc(CC(=O)NC)cc1	-1.7	-0.1	14.7	10.0
COc1ccccc1C(=O)n1c(C)nc2ccccc21	-1.4	0.0	18.5	-7.4
COc1ccc(-c2cccc(C(=O)NCc3cccc(C(F)(F)F)c3)n2)cc1	1.8	0.0	-1.0	8.7
Cc1ccc(S(=O)(=O)N(C)CC(=O)Nc2ccccc2C(N)=O)cc1	-0.8	0.3	15.4	0.8
CC(C)c1ccc(Nc2nccn3c(-c4ccoc4)cnc23)cc1	-1.0	2.3*	7.3	-10.4
C=CCOc1ccc(C2C(C(=O)OC)=C(C)NC3=C2C(=O)c2ccccc23)cc1 (stereo not given)	1.5&-1.0	-0.3&0.3	10.7&20.5	-15.9&-20.1
Cc1cc(C)n2c(SCC(=O)NCc3cccs3)nnc2n1	-0.6	0.0	0.5	-1.1
C=CCn1c(SC(C)C(N)=O)nnc1C1CCCCC1 (stereo not given)	-2.5	0.5	10.9	5.4
O=C1c2ccccc2C(=O)c2c(NC(=O)C3CC3c3ccccc3)cccc21 (stereo not given)	0.2	0.0	9.4	1.6
COc1cc(C(=O)Oc2ccc3oc(=O)cc(C)c3c2)cc(OC)c1OC	4.4	0.9	4.3	1.3
O=C(NCc1ccccc1)c1ccc2nc(Nc3cccnc3)sc2c1	-0.7	-0.2	-5.1	-3.8
COCCNc1c(-c2ccc(C)cc2)c(=O)c1=O	2.5	-0.2	-3.3	-1.7
Cc1ccc(CNc2ccc3ncc(-c4ccc(C(=O)NCCN(C)C)cc4)n3n2)c(C)c1	-0.7	-0.1	-13.8	-0.9
CCOCCCNC(=S)NCCNc1nc2c(C)cccc2cc1C#N	1.5	0.1	-8.4	-6.1
CC(=O)c1ccccc1NS(=O)(=O)c1c(C)nn(-c2ccccc2)c1C	-0.6	0.2	10.0	3.3
O=C(Nc1ccc(Cl)cc1)Nc1ccc(Cl)c([N+](=O)[O-])c1	-0.2	0.3	-1.0	3.3
CC(=O)c1ccc(NC(=O)CN(C)S(=O)(=O)c2cnc[nH]2)cc1	-1.2	0.0	4.5	9.1

Next section
structure	GPR151 activ	FBW7 act	MITF inh	TEAD-YAP inh
CC1CCCCN1Cc1nc2c(c(=O)n(C)c(=O)n2C)n1C(C)C (stereo not given)	-0.3	0.9	-0.1	-5.2
CCOC(=O)C1CCN(c2nc(-c3ccc(OC)c(OC)c3)nc3ccccc23)CC1	0.2	0.6	10.5	2.5
c1ccc(N2CCN(Cc3cccc4ccccc34)CC2)nc1	0.8	-0.3	2.4	-1.8
CC12CCC(C(=O)NCCC3=CCCCC3)(CC1=O)C2(C)C (stereo not given)	1.5	-0.1	-0.3	-0.6
O=C(NCCN1CCOCC1)c1nn2c(C(F)(F)F)cc(-c3ccccc3)nc2c1Cl	0.8	0.0	0.9	-4.7
CC1(C)CC(=O)C2=C(C1)N(c1ncn[nH]1)C(N)=C(C#N)C2c1ccc(F)cc1 (stereo not given)	0.2	0.2	20.6	9.2
CCN(CC)C(=O)C1CCCN(Cc2ccc(C(=O)NCc3ccsc3)c(=O)[nH]2)C1 (stereo not given)	-0.1	-0.1	6.5	7.7
COc1ccc(Nc2c3c4c(cccc4[nH]c2=O)C(=O)c2ccccc2-3)cc1	0.6	-0.1	3.2	54.6*
CCN(c1cccc(C)c1)S(=O)(=O)c1cc(C(=O)Nc2ccc(C)c(F)c2)ccc1F	2.8	0.9	12.5	-0.6
O=C(NCC1CCC2(CCN(C(=O)c3ccoc3)CC2)O1)c1ccc2ccccc2n1 (stereo not given)	-0.8	1.3	19.1	12.8
Cc1c(C(N)=O)sc2ncn(Cc3ccc(C(=O)OC(C)C)cc3)c(=O)c12	1.1	-0.1	6.6	7.6
O=C(NCc1ccc(C(=O)O)cc1)Nc1ccc(F)cc1F	3.0	-0.2	-7.5	-1.7
OCCSc1nnc2c(n1)[nH]c1ccccc12	-0.1	0.0	-3.4	-26.5
Cc1cc(C)c2c3c(sc2n1)C(=O)N(c1cccc(Cl)c1)CC(=O)N3	0.8	0.5	12.3	-0.4
O=C(/C=C/c1ccccc1)Nc1nc(-c2ccc(Br)s2)cs1	-0.9	0.2	3.9	-6.5
CC1CCN(CCC(=O)Nc2sc3c(c2C#N)CCCC3)CC1	-0.9	-0.1	1.8	1.6
Nc1nc(SCC(=O)N2CC(=O)Nc3ccccc32)n[nH]1	-0.1	-0.1	2.4	-5.3
COc1ccc(Nc2cc(C)c3cc(NC(=O)CNC(C)=O)ccc3n2)cc1	-1.8	0.1	10.2	-7.7
Cc1ccc(C)c(NC(=O)CCCC(=O)Nc2cc(C)ccc2C)c1	0.8	0.5	14.5	0.1
CC(C)CN(C1CCS(=O)(=O)C1)S(=O)(=O)c1ccc2ccccc2c1 (stereo not given)	-0.9	0.1	4.0	-0.9
O=[N+]([O-])c1cccc(C=Nc2cccc([N+](=O)[O-])c2)c1	0.4	0.0	11.2	8.1
Cc1cc(C)nc(NC(=NCc2ccccc2Cl)NS(=O)(=O)c2c(Cl)nc(C)c(Cl)c2C)n1	1.7	-0.1	4.9	1.4
O=[N+]([O-])c1ccc(N2CCN(S(=O)(=O)c3ccc(Br)cc3)CC2)cc1NCc1cccnc1	2.6	0.1	6.5	3.2
Cc1ccc(OCC(=O)N(Cc2sccc2C)C2CCS(=O)(=O)C2)cc1 (stereo not given)	0.1	0.1	-13.2	2.5
CO[C@@H]1[C@@H](O[C@@H]2O[C@H](C)[C@@H](O[C@H]3C[C@@](C)(O)[C@@H](O)[C@H](C)O3)[C@H](N(C)C)[C@H]2O)[C@@H](CC=O)C[C@@H](C)[C@@H](O[C@H]2CC[C@H](N(C)C)[C@@H](C)O2)/C=C/C=C/C[C@@H](C)OC(=O)C[C@H]1OC(C)=O	0.1	0.0	3.5	3.5
CC(C)OC(=O)CCC1(C(=O)O)CCC(=O)NC1 (stereo not given)	-0.7	0.0	-8.6	-6.1
Cc1ccc(-c2nnc(Nc3ccc(S(N)(=O)=O)cc3)c3ccccc23)cc1S(N)(=O)=O	0.1	-0.1	15.8	-1.7
CC1=C(C(=O)Nc2ccc(C)cn2)C(c2ccc(Cl)c([N+](=O)[O-])c2)C2=C(CC(C)(C)CC2=O)N1 (stereo not given)	-1.1	0.2	0.8	-6.7
Cc1nn(CC(=O)NCc2cccc(Br)c2)c(=O)c2c1sc1ccccc12	-0.5	1.4	21.2	-9.7
C#CCn1nc(C)n2c(cc3oc(C)cc32)c1=O	0.1	-0.2	-8.0	7.0
CCOc1cc(C=C(C#N)C#N)ccc1Oc1ccc([N+](=O)[O-])cn1	-0.4	0.0	9.0	20.1
Nc1cc(C(=O)NCc2ccco2)ccc1Cl	-1.0	-0.1	6.1	-13.2
COC(=O)c1ccc(C2Nc3ccccc3C(=O)N2c2ccc(F)c(Cl)c2)cc1 (stereo not given)	-1.8	0.0	3.4	-49.2
O=C1CC(c2ccccc2)CC2=C1C(c1cc3c(cc1[N+](=O)[O-])OCO3)Nc1ccccc1N2 (stereo not given)	0.6	0.0	-1.8	-35.1
COc1cccc(CN2CCN(C(=S)Nc3cc(OC)cc(OC)c3)CC2)c1	-0.4	0.0	13.7	7.6
CN1CCN(c2nc3c(c(=O)[nH]c(=O)n3C)n2Cc2ccc([N+](=O)[O-])cc2)CC1	-1.2	-0.1	-3.4	-9.4
COC(=O)c1ccc(C(=O)OC)c(NC(=O)c2cc(-c3ccc(C)o3)nc3ccccc23)c1	-0.7	-0.1	35.0	3.5

An excerpt of these results, with two lines to a compound:
Order of values: GPR151 activ, FBW7 act, MITF inh, TEAD-YAP inh
Cc1nn(CC(=O)NCc2cccc(Br)c2)c(=O)c2c1sc1ccccc12
    -0.5, 1.4, 21.2, -9.7
C#CCn1nc(C)n2c(cc3oc(C)cc32)c1=O
    0.1, -0.2, -8.0, 7.0
